WT yeast gro inh = growth inhibition of WT strain, primary screen, mitochondrial fusion inhibitor project, WT and mutant strains, chemical genetic; mitochondrial fusion phenotypic screen; inhibition, % at 10 µM; 190,000 compounds, 2.1% hits; AID 1362, 2008; in the data active means inhibition above about 58%; tested in S. cerevisiae
b-catenin transl = modulators of beta-catenin nuclear translocation, primary screen, imaging, HeLa cells, immunofluorescence, high-content | nuclear translocation activity, % at 5 µM | 190,000 compounds, 0.3% hits;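 active means nuclear translocation activity above 50% at 5 µM, with a well cell count of 50 or more; inconclusive means wells under 50 cells across six images, flagged as toxic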;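 further: per-cell ratio of nuclear to cytoplasmic median beta-catenin stain intensity; plate controls were DMSO negative control for no effect and GSK-3 inhibitor IX positive control for full effect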
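test system = HeLa cells, endogenous beta-catenin | dosing = single 5 µM dose plus 0.02–20 µM confirmation series | times = compound treatment 24 h, 37°C, 5% CO2 | technique = beta-catenin immunofluorescence imaging with DAPI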
P. falciparum M1AAP = P. falciparum M1AAP inhibitors, biochemical, fluorogenic H-Leu-NHMec substrate, 1536-well (AID 1445) | Aminopeptidase N (Plasmodium falciparum (isolate 3D7)) | recombinant M1AAP, H-Leu-NHMec fluorogenic kinetic assay; higher % means a stronger effect | inhibition, % at 30 µM; hits with a dose series show IC50 in µM | 220,000 compounds, 0.42% hits;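 active means primary inhibition above the hit cutoff, then over 50% inhibition at one or more dose response concentrations, cut at about 23% in these data, passing the limit was not always enough; inconclusive means conflicting primary data, or primary hits not chosen for dose response; inactive means low primary inhibition, or under 50% at every dose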;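 further: plate controls were DMSO full reaction for no effect and no enzyme background for full effect; strong numbers were not always called active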
Autophagy HCS = autophagy modulators in MEF cells, primary screen, imaging, high-content, MEF GFP-LC3. MEF GFP-LC3 puncta imaging; test concentration mostly 10 µM. calls only at 10 µM (by protocol). 190,000 compounds, 0.98% hits. AID 463193, 2010;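 active means percentage of spot-positive cells more than 3 SD above its plate mean, without a fluorescence outlier flag or 80% toxicity; inconclusive means no clear call, values can overlap the other calls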;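 further: spot-positive cell cutoff set from DMSO-treated cells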
M17LAP inhibition = P. falciparum M17LAP inhibitors, primary screen, biochemical, fluorogenic H-Leu-NHMec substrate, 1536-well (AID 1619) | recombinant M17LAP, H-Leu-NHMec fluorogenic kinetic assay; higher % means a stronger effect | Leucine aminopeptidase (Plasmodium falciparum (isolate 3D7)) | inhibition, % at 30 µM; hits with a dose series show IC50 in µM | 220,000 compounds, 0.38% hits;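 active means compound inhibiting the enzyme by more than half at any dose during confirmatory dose-response retesting; inconclusive means strong single-dose inhibitors picked by rank but not retested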;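 further: plate controls were full reaction with DMSO carrier for no effect and no enzyme background for full effect; strong numbers were not always called active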
Yfh1-depleted yeast = enhancers of respiration in Yfh1-depleted yeast, dose response, Friedreich's ataxia, plus single-dose screen (AID 1465) | S. cerevisiae Yfh1-off respiration, WST-1 reduction, 72 h; higher fold induction means a stronger effect | fold induction at 50 µM, or EC50 in µM where a hit was titrated | 220,000 compounds, 0.074% hits;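 active means fold induction of absorbance versus untreated yeast above a set limit, then at least 30% activation at any dose in follow-up; inconclusive means repeats straddling the limit, or above it without dose testing; inactive means fold induction below the set limit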;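 further: activators that raise dye reduction in frataxin-depleted yeast; strong numbers were not always called active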
Dynein cargo inh = inhibitors of GR-EGFP nuclear translocation, primary screen, dynein cargo transport inhibitor project, imaging, high-content, 3617.4 mouse cells; test concentration mostly 20 µM; stimulated with dexamethasone, 1 µM; active compounds read low; z-score, hits read low; 220,000 compounds, 0.47% hits; AID 1381, 2008;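 active means plate z-score of nuclear minus cytoplasmic receptor signal below a set negative limit, without overly bright fluorescence or cell loss, cut at about -3.5 in these data, passing the limit was not always enough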;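 further: z-score of nuclear minus cytoplasmic ring GR-EGFP intensity difference per well; some compounds called inactive have numbers as strong as hits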
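Also added: dexamethasone, 1.0 µM final. Medium: tet-free, stripped-serum medium. Detection: fixed, Hoechst-stained cells imaged at 10x for EGFP. Read-out: nuclear-to-cytoplasmic GR-EGFP distribution per well. Times: induction 48 h, compound 1 h, agonist 30 min.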
T cell HTS = modulators of CD8 T cell-vesicle binding, primary screen, mouse 2C CD8+ T cells, flow cytometry; 2C CD8+ T cell-vesicle binding; active compounds read low; calls only at 7 µM; 330,000 compounds, 0.068% hits; AID 2052, 2009;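 active means response, share of CD8 T cells binding vesicles, and their 90th percentile fluorescence all below set limits, cut at about 80% in these data, passing the limit was not always enough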
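material = purified 2C TCR transgenic mouse naive CD8+ T cells | controls = Unloaded micro-vesicles (low), QL9 vesicles with 0.7% DMSO (high) | detection = cytometric PE anti-B7-1 and Alexa647 anti-CD8 signals after 1% paraformaldehyde fixation | incubation = binding step 1.5 h, 37 °C, antibody labelling 20 min, ice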
MT stabilizer = microtubule stabilizers in HeLa cells, primary screen, imaging, high-content imaging; HeLa tubulin immunostaining HCS, 24 h; share of cells brighter than vehicle mean+2SD; AID 2205, 2009; % tubulin-high responders, % at 10 µM; 200,000 compounds, 0.83% hits;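 active means plate Z-score above 3 for both tubulin-high and condensed-nucleus cell shares, with cell loss under 80%, at 10 µM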;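 further: anti alpha tubulin signal scored within the nucleus-defined area of each cell; some results filed as inactive read as strong as hits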
WT yeast gro inh mutant strain = further read-out of WT yeast gro inh, marked with its call; inhibition, %; mitochondrial fusion phenotypic screen, mutant strain inhibition
Dynein cargo inh cytoplasmic EGFP = also measured in Dynein cargo inh; calls as there; z-score; measured here: cytoplasmic GR-EGFP intensity; active compounds read high
Dynein cargo inh nuclear GR-EGFP = recorded beside Dynein cargo inh, whose call it bears; z-score; measured here: nuclear GR-EGFP intensity;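 lower value marks the stronger effect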
Dynein cargo inh cell count = recorded beside Dynein cargo inh, whose call it bears; z-score; measured here: cell count per field
b-catenin transl cell count 5 µM = second read-out of b-catenin transl, no call of its own (marks repeat the call); cell count; measured here: cell count, cytotoxicity flag
T cell HTS vesicle-bound % = second read-out of T cell HTS, no call of its own (marks repeat the call); double positive events, %; measured here: CD8+ vesicle-bound cell fraction;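 binding gate set so that unloaded-vesicle control wells show 10% double positive cells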
MT stabilizer Hoechst-high % = further read-out of MT stabilizer, marked with its call; % Hoechst-high responders; measured here: nuclear condensation Hoechst responders;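 share of cells brighter than vehicle mean plus two SD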
MT stabilizer cytotoxicity % = recorded beside MT stabilizer, whose call it bears; toxicity, %; measured here: cytotoxicity by cell density;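 0% = mean cell density of plate MIN control wells and 100% = no cells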
Autophagy HCS cell loss 18 h = also measured in Autophagy HCS; calls as there; toxicity, %; measured here: cell loss, nuclei count;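 cell loss after 18 h compound exposure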
* marks the source's active call; other numbers are inactive results; i = inactive; ? = inconclusive; / = not tested or not shown.

canonical_smiles,WT yeast gro inh,WT yeast gro inh mutant strain,b-catenin transl,b-catenin transl cell count 5 µM,P. falciparum M1AAP,Autophagy HCS,Autophagy HCS cell loss 18 h,M17LAP inhibition,Yfh1-depleted yeast,Dynein cargo inh,Dynein cargo inh cytoplasmic EGFP,Dynein cargo inh nuclear GR-EGFP,Dynein cargo inh cell count,T cell HTS,T cell HTS vesicle-bound %,MT stabilizer,MT stabilizer Hoechst-high %,MT stabilizer cytotoxicity %
CCN1/C(=C/c2cc[n+](CCCS(=O)(=O)[O-])c3ccccc23)Sc2ccccc21,17,1,-1.9,1111,15%,i,7,0%,i,0.46,0.097,0.36,0.1,i,54,11,1.4,15
N#Cc1cnc(SCC(=O)Nc2ccccc2C(F)(F)F)nc1N,-10,-13,1.7,942,3%,i,-1,14%,i,0.0086,-0.2,0.7,0.79,i,37,2.9,2.8,14
O=C(CNC(=O)c1cccs1)OCC(=O)c1ccc2ccccc2c1,0,-13,-0.6,1306,-1%,i,6,5%,i,-1.1,-0.27,-1.2,0.53,i,29,3.1,1.8,10
CC(/C=C/c1ccccc1)=N/NC(=O)c1cc([N+](=O)[O-])cc([N+](=O)[O-])c1,-15,3,1.5,969,1%,i,0,-5%,i,0.61,0.33,0.61,-0.091,i,49,5.4,2.0,3.9
Cc1cc(C)c(S(=O)(=O)Nc2ccnc(-c3cccnc3)n2)c(C)c1,-4,11,-0.5,1073,5%,i,-11,-2%,i,-0.82,0.13,-0.37,-0.19,i,50,5.7,1.9,4.4
N=c1c2c(-c3ccccc3)c(-c3ccccc3)n(Cc3ccco3)c2ncn1CCCn1ccnc1,-8,-16,4.9,783,7%,i,5,33%,i,-0.29,-0.24,-0.55,-0.097,i,52,3.1,1.7,7.4
O=C1CC(/C=C/c2cccnc2)=Nc2ccccc2N1,0,3,-1.3,1089,7%,i,-4,15%,i,-1.6,0.0088,-0.94,0.97,i,17,1.6,3.4,4.5
O=c1[nH]c2ccc(S(=O)(=O)N3CCCCC3)cc2[nH]1,11,-13,-1.8,1105,1%,i,3,-7%,i,-0.34,-0.19,-0.019,-0.72,i,13,2.1,1.3,2.4
COc1ccccc1NC(=O)c1ccc(-c2ccccc2[N+](=O)[O-])o1,-28,0,-0.5,1079,1%,i,4,0%,i,-0.44,-0.19,-0.27,0.92,i,30,2.6,3.5,0.4
Cc1cc(=O)oc2cc(NC(=O)CCCC(=O)O)ccc12,1,11,-0.8,842,5%,i,8,-102%,/,0.21,-0.17,0.65,-0.69,i,12,3.6,1.8,4.3
CC(=O)NC(=S)Nc1ccc2oc(-c3cc(F)c(F)cc3Cl)nc2c1,3,23,-0.8,1487,2%,i,3,0%,i,-1.1,1.9,-0.25,0.37,i,49,5.1,2.5,2.3
Cc1ccccc1N1C(=O)CC(N2CCC(C(N)=O)CC2)C1=O (stereo unspecified),14,1,0.0,1168,-3%,i,0,-6%,i,-0.16,-0.22,-0.13,0.18,i,4,3.2,2.6,13
CC(C)(C)n1ncc2c(=O)n(CC(=O)N3CCCCC3)cnc21,-6,0,1.7,875,-2%,i,0,-2%,i,-0.3,0.2,-0.092,0.5,i,65,6.8,1.1,4.9
Cc1cccc(NC(=S)NCC(c2ccccc2)N(C)C)c1 (stereo unspecified),13,21,-3.1,546,9%,i,-35,0%,i,-0.56,-0.28,-0.24,0.48,i,51,1.9,1.4,6.9
COCCCn1c(=S)[nH]c(C)c(C)c1=O,/,/,2.6,1138,-4%,/,/,-3%,i,0.26,-0.12,0.15,0.021,i,38,/,/,/

New compounds follow:
canonical_smiles,WT yeast gro inh,WT yeast gro inh mutant strain,b-catenin transl,b-catenin transl cell count 5 µM,P. falciparum M1AAP,Autophagy HCS,Autophagy HCS cell loss 18 h,M17LAP inhibition,Yfh1-depleted yeast,Dynein cargo inh,Dynein cargo inh cytoplasmic EGFP,Dynein cargo inh nuclear GR-EGFP,Dynein cargo inh cell count,T cell HTS,T cell HTS vesicle-bound %,MT stabilizer,MT stabilizer Hoechst-high %,MT stabilizer cytotoxicity %
O=C(c1ccc(=O)[nH]c1)N(Cc1cccs1)C1(C(=O)NC2CCCC2)CCCCC1,6,1,0.5,922,0%,i,1,10%,i,-0.067,-0.3,-0.21,0.31,i,48,1.7,2.2,3.4
COc1ccc(NC(=O)CC2C(=O)NCCN2C(=O)c2ccc(N(C)C)cc2)cc1 (stereo unspecified),/,/,-1.2,1279,8%,/,/,2%,i,-0.57,-0.26,-0.51,0.27,i,31,/,/,/
CCOc1ccccc1NC(=O)c1cc(C(=O)c2cc(OC)ccc2O)coc1=N,-13,-18,-0.5,972,6%,i,1,-6%,i,-0.8,-0.25,-0.59,-0.38,i,39,7.9,3.4,4.5
CCOC(=O)Cc1cc(=O)n2[nH]c(C(C)(C)C)cc2n1,/,/,1.1,1306,4%,/,/,3%,i,0.9,-0.23,0.31,-0.85,i,32,/,/,/
N#CCSc1nc2ccccc2o1,/,/,0.2,1384,-1%,/,/,-5%,i,-0.4,-0.23,-0.53,-0.06,i,16,/,/,/
O=C(O)/C(=N/NC(=O)c1ccc(Cl)cc1)c1ccccc1,/,/,-3.8,1194,?,/,/,35%,i,-0.95,-0.25,-0.5,0.97,i,33,/,/,/
CC(=O)C1=C(O)CC(c2ccccc2)CC1=NCCc1c(C)[nH]c2ccccc12 (stereo unspecified),-5,-28,1.8,516,0%,i,0,-12%,i,1.1,-0.13,1.8,-1.1,i,20,3.2,3.2,7.0
CN1CCN(c2ccc(S(=O)(=O)N3CCCCC3)cc2NC(=O)c2ccc3ccccc3c2)CC1,12,0,-1.2,571,7%,i,6,1%,i,1,-0.22,1,-0.99,i,46,2.5,3.8,12
Cc1cccnc1NC1OC(=O)c2ccccc21 (stereo unspecified),-11,-3,-2.8,1153,0%,i,3,6%,i,-0.12,-0.17,-0.13,0.044,i,53,3.3,2.6,4.4
CCC1(CC)C(=O)N(C)C(=O)NC1=Nc1ccccc1,7,15,-3.3,977,-1%,i,0,15%,i,-0.46,-0.21,-0.33,0.71,i,48,1.6,0.9,4.2
Nc1ccc(Oc2ccc(Br)cc2)cc1,-16,-10,4.8,1020,2%,i,4,-1%,i,-0.023,-0.17,0.15,-1.3,i,52,3.4,3.1,16
O=C(NCCNC(=O)c1cc(OCC(F)(F)F)ccc1OCC(F)(F)F)Nc1cccc(C(F)(F)F)c1,-4,-27,1.4,1435,21%,i,7,13%,i,0.2,-0.23,-0.15,0.51,i,26,1.3,1.6,5.7
Cn1c(CCN2CCN(c3ccc(F)cc3)CC2)nc2cc(NC(=O)c3ccco3)ccc21,8,-4,-0.1,903,5%,i,6,2%,i,-0.12,-0.37,-0.22,0.57,i,15,3.1,1.3,10
C/C(=N\NC(=O)c1ccc2c(c1)OCO2)c1ccc2c(c1)OCO2,1,-5,0.0,1075,2%,i,0,9%,i,-0.48,-0.32,-0.3,1.1,i,16,3.8,1.8,10
N#Cc1cc(C(=O)c2ccccc2O)cn(-c2nccs2)c1=O,23,5,-2.1,966,41%,i,0,10%,i,2.5,-0.21,0.91,-1.4,i,38,2.2,1.4,2.7

Other results follow:
canonical_smiles,WT yeast gro inh,WT yeast gro inh mutant strain,b-catenin transl,b-catenin transl cell count 5 µM,P. falciparum M1AAP,Autophagy HCS,Autophagy HCS cell loss 18 h,M17LAP inhibition,Yfh1-depleted yeast,Dynein cargo inh,Dynein cargo inh cytoplasmic EGFP,Dynein cargo inh nuclear GR-EGFP,Dynein cargo inh cell count,T cell HTS,T cell HTS vesicle-bound %,MT stabilizer,MT stabilizer Hoechst-high %,MT stabilizer cytotoxicity %
CCc1ccc(C(C)NC(=O)c2ncn[nH]2)cc1 (stereo unspecified),-23,9,-3.6,581,-4%,i,-7,15%,i,0.11,-0.23,0.32,0.19,i,38,3.0,1.4,4.7
COc1ccc(CCNc2oc(COc3ccccc3F)nc2C#N)cc1,35,22,-0.2,1093,5%,i,12,1%,i,-0.34,-0.27,-0.29,-0.036,i,56,3.4,2.7,1.2
Clc1ccc(C2=Nc3cc(Cl)ccc3OC2)cc1,1,2,-1.5,1036,5%,i,25,-2%,i,-0.14,-0.25,-0.026,0.8,i,6,1.9,1.2,3.1
Brc1cc(Br)c2nc(-c3ccc(N4CCOCC4)cc3)ccc2c1,-11,10,1.0,1099,12%,i,-2,1%,/,/,/,/,/,/,/,2.2,1.5,4.4
O=C(CCN1CCN(C(c2ccccc2)c2ccccc2)CC1)N/N=C/c1ccc(O)cc1,-10,-1,-1.3,1141,4%,i,-3,-1%,i,0.35,-0.21,0.19,0.085,i,33,4.0,1.4,6.6

From PubChem BioAssay
